MITF inh – human MITF inhibition, primary screen. inhibition, % at 2.6 µM. AID 1259374. O75030. hit rate 0.91% among 650,000. AlphaScreen MITF homodimerization, bead proximity signal; in the data active = inhibition above about 50%;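 note: 0% = vehicle wells with protein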
GPR151 activ – human GPR151 activation | Q8TDV0 | PathHunter beta-arrestin GPR151 cells, luminescence | activation, % at 11.2 µM | hit rate 1% among 650,000; in the data active = activation above about 4.9%;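 note: 0% = median of compound wells and 100% = cells with positive control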
TEAD-YAP inh – TEAD-YAP interaction inhibition; inhibition, % at 9.12 µM; HEK-TIYL cells, TEAD-Gal4/YAP UAS-luciferase luminescence; hit rate 1.4% among 640,000; in the data active = inhibition above about 32%;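 note: 0% = median of test compound wells and 100% = reference inhibitor wells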
FBW7 activator – human FBW7 E3 ligase activation, primary screen; AID 1259310; Q969H0; hit rate 0.13% among 650,000; normalized activity (activation), % at 26.1 µM; AlphaScreen FBW7–phospho-cyclin E peptide binding, activator screen; in the data active = normalized activity above about 1.9%;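 note: purified mutant Fbw7 with reduced substrate affinity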
Target sequence (Q969H0 whole entry, looked up): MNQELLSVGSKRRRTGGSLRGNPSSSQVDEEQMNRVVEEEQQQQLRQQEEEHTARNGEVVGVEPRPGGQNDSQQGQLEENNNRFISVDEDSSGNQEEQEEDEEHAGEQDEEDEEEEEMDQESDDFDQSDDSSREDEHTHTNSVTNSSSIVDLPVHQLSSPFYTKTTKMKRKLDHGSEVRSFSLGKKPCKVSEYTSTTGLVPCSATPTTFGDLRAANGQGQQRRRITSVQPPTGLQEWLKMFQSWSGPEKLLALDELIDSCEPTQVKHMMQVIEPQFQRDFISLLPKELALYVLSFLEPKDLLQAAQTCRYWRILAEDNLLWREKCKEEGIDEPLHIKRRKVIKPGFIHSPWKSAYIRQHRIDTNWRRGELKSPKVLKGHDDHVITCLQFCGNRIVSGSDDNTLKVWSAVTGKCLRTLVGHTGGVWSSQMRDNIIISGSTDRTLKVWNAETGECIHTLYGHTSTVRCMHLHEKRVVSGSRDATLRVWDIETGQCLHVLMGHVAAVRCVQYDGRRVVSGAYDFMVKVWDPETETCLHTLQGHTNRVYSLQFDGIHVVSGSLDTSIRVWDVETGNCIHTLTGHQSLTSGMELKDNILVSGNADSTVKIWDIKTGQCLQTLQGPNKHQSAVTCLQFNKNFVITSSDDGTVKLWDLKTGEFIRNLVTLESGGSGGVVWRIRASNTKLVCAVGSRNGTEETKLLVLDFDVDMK
Active calls of the source: *.

Start of the listing, in advance (five entries):
Below each SMILES – MITF inh	GPR151 activ	TEAD-YAP inh	FBW7 activator
[1] O=C1CCCN1S(=O)(=O)c1ccc(Cl)cc1
→ -2	0.9	7	-0.1
[2] Cn1c(NCCO)nc2c1c(=O)n(Cc1ccc(F)cc1)c(=O)n2C
→ 12	-0.6	8	0.1
[3] Nc1nc(/N=C/c2ccccc2Cl)n[nH]1
→ 4	0.0	-6	0.0
[4] CC(C)c1ccc(C2=CC(c3cccc([N+](=O)[O-])c3)n3nnnc3N2)cc1 (configuration not stated)
→ -2	-1.0	-3	0.0
[5] COc1ccc(NC(=O)c2ccccc2S(C)(=O)=O)cc1Cl
→ 7	-0.5	-4	-0.1

The whole of this part, repeating the preview:
Below each SMILES – MITF inh	GPR151 activ	TEAD-YAP inh	FBW7 activator
[1] O=C1CCCN1S(=O)(=O)c1ccc(Cl)cc1
→ -2	0.9	7	-0.1
[2] Cn1c(NCCO)nc2c1c(=O)n(Cc1ccc(F)cc1)c(=O)n2C
→ 12	-0.6	8	0.1
[3] Nc1nc(/N=C/c2ccccc2Cl)n[nH]1
→ 4	0.0	-6	0.0
[4] CC(C)c1ccc(C2=CC(c3cccc([N+](=O)[O-])c3)n3nnnc3N2)cc1 (configuration not stated)
→ -2	-1.0	-3	0.0
[5] COc1ccc(NC(=O)c2ccccc2S(C)(=O)=O)cc1Cl
→ 7	-0.5	-4	-0.1
[6] CNC(=O)C1CN(Cc2ccc3c(c2)OCO3)CCN1 (configuration not stated)
→ -10	0.5	-1	-0.2
[7] CC1CCCN(C(=O)COC(=O)c2ccc(Cl)nc2)C1 (configuration not stated)
→ 0	-0.9	-12	0.1
[8] CS(=O)(=O)c1ccc(C(=O)NCc2ccc(Cl)cc2)c(Cl)c1
→ -1	0.0	-11	-0.1
[9] CCOC(=O)c1nn(-c2ccc3c(c2)OCCO3)cc1O
→ -9	-3.9	43*	-0.1
[10] O=C(Nc1ccc2[nH]ncc2c1)C1CCN(C(=O)c2ccncc2)C1 (configuration not stated)
→ 9	0.9	-2	0.2

Complete entries from above:
Entry for COc1ccc(NC(=O)c2ccccc2S(C)(=O)=O)cc1Cl → MITF inh: 7; GPR151 activ: -0.5; TEAD-YAP inh: -4; FBW7 activator: -0.1
Entry for CCOC(=O)c1nn(-c2ccc3c(c2)OCCO3)cc1O → MITF inh: -9; GPR151 activ: -3.9; TEAD-YAP inh: 43*; FBW7 activator: -0.1

The listing continues.
Below each SMILES – MITF inh	GPR151 activ	TEAD-YAP inh	FBW7 activator
[11] O=C(NC1CC1)c1csc(N2CCN(c3ccccn3)CC2)n1
→ 2	-0.9	5	0.0
[12] O=C1N/C(=C/c2ccc([N+](=O)[O-])cc2)C(=O)N1c1cccc(Cl)c1
→ 17	-0.7	6	0.1
[13] FC(F)(F)c1ccc(Nc2nc(Nc3ccc4c(c3)OCO4)c3ncn(-c4ccsc4)c3n2)cc1
→ 7	0.1	-5	-0.1
[14] Cc1ccc(/C(O)=C2\C(=O)C(=O)N(c3nncs3)C2c2cccc(Cl)c2)cc1 (configuration not stated)
→ 9	-0.5	5	0.1
[15] CC(=O)Nc1ccc(Oc2cc(NC(=O)c3nc4nc(-c5ccccc5)cc(C(F)(F)F)n4n3)cc(Oc3ccc(F)cc3)c2)cc1
→ 15	-0.7	1	0.3
[16] O=S(=O)(c1ccc(OCC(O)CNCc2ccco2)c(Cl)c1)N1CCOCC1 (configuration not stated)
→ 4	-0.9	-7	0.2
[17] CC(Oc1ccc2ccccc2c1)C(=O)NNC(=O)c1cc2cc(Br)ccc2oc1=O (configuration not stated)
→ -7	-1.3	-6	-0.1
[18] O=C(CSc1ncnc2c1c(-c1ccccc1)cn2-c1ccc(F)cc1)c1ccccc1
→ 3	-0.6	-12	-0.1
[19] COC(=O)c1ccccc1NC(=O)CSc1nc2sc(C)c(C)c2c(=O)n1-c1ccccc1
→ -4	-0.2	8	0.1
[20] Cc1cccc(NCC(=O)N/N=C/c2cc([N+](=O)[O-])cc([N+](=O)[O-])c2O)c1
→ -15	-0.9	-6	-0.2

Remaining list, next part:
Below each SMILES – MITF inh	GPR151 activ	TEAD-YAP inh	FBW7 activator
[21] CCOC(=O)c1sc(NC(NC(=O)c2ccccc2)C(=O)c2ccccc2)c(C(=O)OCC)c1C (configuration not stated)
→ -6	0.6	-5	0.1
[22] Cc1ccc2c(c1)-c1c(ssc1=S)C(C)(C)N2C(=O)CC(C)C
→ 36	0.3	4	-0.3
[23] CNC(=O)c1ccsc1NC(=O)c1ccc(OC)cc1
→ 5	1.9	-4	0.0
[24] O=C(c1ccco1)N1CCN=C1SCc1ccc(Cl)cc1
→ 19	0.0	3	1.0
[25] Cc1cc2c(cc1Br)NC(=O)C21NN=C(c2ccccc2)S1 (configuration not stated)
→ 2	0.0	-43	0.1
[26] COc1ccc(NC(=O)CSc2nc(O)cc(=O)n2-c2ccc(OC)cc2)cc1
→ 2	-0.2	-3	-0.1
[27] N#CC1=C(N)Oc2[nH]c(=O)[nH]c(=O)c2C1c1ccccc1I (configuration not stated)
→ 9	0.4	5	-0.3
[28] CCOC(=O)N1CCN(S(=O)(=O)c2ccc(C(=O)Nc3nc(C)c(C(C)=O)s3)cc2)CC1
→ 2	0.6	-6	0.0
[29] O=C1[C@@H]2C[C@@H](O)CN2C(=O)[C@H]2CN(Cc3ccc(Cl)cc3)CCN12
→ 11	1.4	14	-0.1
[30] Cc1ccc(S(=O)(=O)Nc2ccc3c(c2)CCCN3C(=O)C(C)C)cc1
→ -11	0.2	5	-0.1

The listing continues.
Below each SMILES – MITF inh	GPR151 activ	TEAD-YAP inh	FBW7 activator
[31] COCCNC(=O)c1ccc2c(c1)N(Cc1ccccc1F)C(=O)CS2
→ 1	-1.6	17	0.0
[32] Cn1c(N2CCN(S(C)(=O)=O)CC2)nc2ccccc21
→ 10	1.0	-6	-0.1
[33] COc1ccc(NC(=O)c2sc3nc4cc5c(cc4cc3c2N)OCO5)cc1
→ -3	-0.7	-10	-0.2
[34] C/C(=N\NC(=S)N1CCCCC1)c1ccccc1
→ -2	-0.7	-54	-0.3
[35] NNc1nc(-c2ccc(O)c(O)c2)cs1
→ 103*	0.2	6	-0.4
[36] COc1ccc(NC(=O)c2ccco2)cc1NC(=O)COc1ccc(Cl)cc1C
→ 1	-0.2	-3	0.0
[37] CC(C)CCOCC1CC2(CC(C)(c3csc(Nc4ccccc4)n3)OC2=O)C(=O)O1 (configuration not stated)
→ 4	1.5	0	0.1
[38] O=C(Nc1ccccc1)N1CCN(Cc2nc(-c3ccco3)cs2)CC1
→ -7	0.7	5	0.2
[39] O=c1nc2s/c(=C/c3cccc([N+](=O)[O-])c3)c(=O)n2nc1Cc1ccc(F)cc1
→ 0	-1.0	0	-0.2
[40] Cc1csc(NC(=O)CN2CCc3nc(N4CCCCC4)[nH]c(=O)c3C2)n1
→ -8	-1.6	-1	-0.2

Additional structures.
Below each SMILES – MITF inh	GPR151 activ	TEAD-YAP inh	FBW7 activator
[41] COc1ccccc1N1CCN(S(=O)(=O)c2cc(C(=O)Nc3ccccc3C)ccc2F)CC1
→ 10	0.5	0	-0.1
[42] CCCN1CCC(C2(Cc3cccc(F)c3)NC(=O)N(CCOC)C2=O)CC1 (configuration not stated)
→ 8	-1.8	3	0.0
[43] COc1ccc(CC(=O)NCCN2CCN(C(=O)c3ccsc3)CC2)cc1
→ 0	0.4	8	-0.1
[44] Cc1cccc(C(=O)N2CCN(c3ncccn3)CC2)c1
→ 12	-1.4	4	0.6
[45] COc1ccccc1C(CCNCc1ccc(C)cc1)c1ccc2c(c1)OCO2 (configuration not stated)
→ 8	2.2	11	0.0
[46] CC1=NC(C(F)(F)F)(C(F)(F)F)C2=C(CC(C)(C)CC2=O)N1Cc1ccco1
→ -5	0.1	-3	0.0
[47] C[C@H](O)[C@H]1NC(=O)[C@H]2CN(Cc3cccc4ncccc34)CCN2C1=O
→ -6	0.5	-16	0.0
[48] Clc1ccc(COCCn2cc(-c3ccncn3)cn2)c(Cl)c1
→ 7	0.3	-13	0.1
[49] COC(=O)c1ccc(NC(=O)CSc2n[nH]c(C)n2)cc1
→ 25	-1.2	2	0.3
[50] CCC/C=N/NC(=O)C1COc2ccccc2O1 (configuration not stated)
→ 2	2.0	17	0.1

The list goes on:
Below each SMILES – MITF inh	GPR151 activ	TEAD-YAP inh	FBW7 activator
[51] CCOC(=O)Nc1ccc(S(=O)(=O)NCc2ccccc2Cl)cc1
→ 10	-0.7	-3	0.1
[52] COc1cccc(C2C(C(=O)Nc3ccccc3)=C(C)N=c3s/c(=C/c4ccccn4)c(=O)n32)c1 (configuration not stated)
→ 31	1.4	5	-0.2
[53] CCN1C(=O)/C(=C\c2ccc(N(C)C)cc2)C(C(=O)OC)=C1C
→ 5	-0.3	0	-0.3
[54] CCn1c(N)c(C(=O)NCC2CCCO2)sc1=S (configuration not stated)
→ -18	5.6*	-5	0.1
[55] O=C(Nc1ccc(C(O)(C(F)(F)F)C(F)(F)F)cc1)c1ccc(F)cc1
→ 9	-2.2	-42	0.7
[56] Cc1ccccc1C(=O)Nc1ccnn1C1CCN(Cc2cc(CC(C)C)n[nH]2)CC1
→ -10	3.8	-2	-0.1
[57] CSc1cccc(NC(=O)CN(c2ccc3c(c2)OCCO3)S(C)(=O)=O)c1
→ 2	1.7	-11	0.0
[58] COCCOC(=O)C1=C(C)NC2=C(C(=O)CC(c3ccc(Cl)cc3)C2)C1c1ccc(C)cc1 (configuration not stated)
→ 7	-1.5	11	1.5
[59] C=CCOc1ccc(/C=C2\C(=O)N(c3ccc(C(=O)OC(C)C)cc3)N=C2C)cc1OC
→ 8	-0.7	-13	0.1
[60] Cc1ccc(NC(=O)CSc2nc3ccccc3n2CC(=O)N2CCCC2)c(C)c1
→ 2	1.4	12	0.1

(continued)
Below each SMILES – MITF inh	GPR151 activ	TEAD-YAP inh	FBW7 activator
[61] CC1CC(C)CN(C(=O)c2ccc(N3CC4CC(C3)c3cccc(=O)n3C4)c(NC(=O)c3cccs3)c2)C1 (configuration not stated)
→ 9	-0.9	-11	0.3
[62] CC(C)(C)c1ccc(OCC(=O)N/N=C/c2ccc(C#N)cc2)cc1
→ -13	-0.3	-6	0.1
[63] NS(=O)(=O)c1ccc(NC(=S)NC(=O)c2cccc(Br)c2)cc1
→ -16	-0.8	2	0.0
[64] Cc1cccc(Oc2ccc(NC(=O)CCC(=O)OCC(=O)c3ccc(Br)cc3)cc2)c1C
→ -10	0.5	8	0.1
[65] CN(C(=O)c1ccccn1)C(Cc1ccccc1)C1CCN(C(=O)Cc2cscn2)CC1 (configuration not stated)
→ 2	-0.2	2	0.0
[66] CC(C)n1cnc2c(NC3CC3)nc(Nc3cnccn3)nc21
→ 8	2.2	38*	0.1
[67] O=C(Nc1ccccc1Br)/C(=C/c1cccc([N+](=O)[O-])c1)NC(=O)C1CCCCC1
→ 1	-0.8	15	0.0
[68] O=C(Cc1cn(-c2ccc(NCc3ccc4c(c3)OCO4)nn2)c2ccccc12)NCCOc1ccccc1
→ 22	-0.9	-27	-0.1
[69] CC(=O)Oc1ccc(C(=O)NC(C)c2ccccc2)cc1 (configuration not stated)
→ 17	0.5	4	0.0
[70] CC1=CC(=C(C#N)C#N)C=C(C)N1c1cccc(F)c1
→ 11	1.1	-5	0.4

(cont.)
Below each SMILES – MITF inh	GPR151 activ	TEAD-YAP inh	FBW7 activator
[71] CC(C)N(CCNc1cc(N2CCN(Cc3ccc4c(c3)OCO4)CC2)nc(N)n1)C(C)C
→ 8	-0.3	0	0.0
[72] C=CCn1c(=S)[nH]c2scc(-c3ccc(Cc4ccccc4)cc3)c2c1=O
→ -2	-1.1	10	-0.2
[73] CN1C2=CC(=O)CCN2c2ccccc21
→ 10	0.8	4	0.1
[74] CS(=O)(=O)c1ccc2nc(NC(=O)/C=C/c3ccc4c(c3)OCO4)sc2c1
→ 8	-0.8	19	0.1
[75] COc1ccc(C(=O)/C=C/Nc2ccc(NC(C)=O)cc2)cc1
→ 0	0.0	-4	-0.1
[76] Cc1cccc(-n2ncc3c(NC(C)(C)C)ncnc32)c1
→ -3	1.3	82*	0.0
[77] CSc1nnc2c(n1)OC(c1cc3c(cc1Br)OCO3)N(C(C)=O)c1ccccc1-2 (configuration not stated)
→ -4	-0.5	-2	-0.1
[78] CC(C)N1C(=O)CCC1CCNCc1cccc(F)c1 (configuration not stated)
→ 5	0.8	5	0.0
[79] O=C(COC(=O)CCNC(=O)c1ccc([N+](=O)[O-])cc1)NCC1CCCO1 (configuration not stated)
→ -11	-0.1	5	0.5
[80] Cc1ccc(S(=O)(=O)NCC(=O)NCC(=O)NN)cc1
→ -5	0.8	-8	0.0
[81] CCN(C)c1nc2nonc2nc1NC1CCCC1
→ -11	5.2*	5	0.0
[82] CC(C(=O)N1CCCC1c1nc2ccccc2[nH]1)c1n[nH]c(=O)c2ccccc12 (configuration not stated)
→ 10	0.6	4	0.1
[83] O=C(Nc1ccccc1-c1nc2ccccc2[nH]1)C1CCCN1S(=O)(=O)c1ccc(Cl)cc1 (configuration not stated)
→ -5	0.6	-3	-0.1
